pPAFAH inh = inhibitors of human plasma PAF acetylhydrolase (pPAFAH). recombinant pPAFAH, FP-rhodamine probe fluorescence polarization. inhibition, % at 3.39 µM. 330,000 tested, 1.5% active. AID 463082;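 active = inhibition above the mean inhibition across the screen plus 3 SD, cut at about 25% in these data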;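 note: inhibitors block binding of the rhodamine activity-based probe so polarization drops; 0% = enzyme with DMSO and 100% = wells lacking pPAFAH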
LYPLA2 counter = counter-screen for PME1 inhibitors: inhibitors of human LYPLA2; inhibition, % at 5.9 µM; 320,000 tested, 0.38% active; recombinant LYPLA2, FP-Rh probe fluorescence polarization; AID 2177; O95372;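 active = inhibition above the screen-wide mean plus 3 SD, limit set per campaign, cut at about 26% in these data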;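 note: 0% = LYPLA2 with DMSO and 100% = wells lacking LYPLA2 enzyme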
Target sequence (O95372 whole entry, looked up): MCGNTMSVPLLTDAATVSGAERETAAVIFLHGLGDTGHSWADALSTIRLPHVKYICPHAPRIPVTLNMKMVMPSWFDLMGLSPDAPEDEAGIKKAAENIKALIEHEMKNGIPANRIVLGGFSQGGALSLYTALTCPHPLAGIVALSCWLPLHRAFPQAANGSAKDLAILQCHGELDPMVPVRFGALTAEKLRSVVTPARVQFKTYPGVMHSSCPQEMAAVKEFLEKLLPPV
PAFAH2 FP inh = inhibitors of human PAFAH2 | Q99487 | recombinant PAFAH2, FP-rhodamine activity probe, fluorescence polarization | inhibition, % at 3.39 µM | 340,000 tested, 0.99% active;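 active = inhibition above the mean over all tested compounds plus 3 SD, cut at about 30% in these data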;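 note: inhibitors block probe labeling of enzyme so polarization drops; 0% = enzyme with DMSO and 100% = wells lacking PAFAH2 protein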
PAFAH1B3 FP inh = PAFAH1B3 (human) inhibition; inhibition, % at 3.39 µM; Q15102; 340,000 tested, 0.28% active; recombinant PAFAH1B3, FP-rhodamine probe, fluorescence polarization;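 active = inhibition above the screen-wide average of all tested compounds plus 3 SD, cut at about 25% in these data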;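 note: 0% = enzyme with DMSO only and 100% = wells lacking PAFAH1B3 protein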
PREPL inh = inhibits the human prolyl oligopeptidase-like enzyme; Q4J6C6; recombinant PREPL, fluorescence polarization activity-based probe; inhibition, % at 5.96 µM; 320,000 tested, 0.68% active; AID 2751; in the data active = inhibition above about 43%;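 note: 0% = enzyme with DMSO and 100% = wells lacking enzyme; many of its hits are not listed in these tables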
GSTO1 counter = GSTO1 inhibition, counter-screen for RBBP9 inhibitors | P78417 | inhibition, % at 5.96 µM | 300,000 tested, 1.1% active | recombinant GSTO1, activity-based probe fluorescence polarization | AID 1974;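 active = inhibition above the campaign mean inhibition plus 3 SD, cut at about 35% in these data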;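 note: 0% = GSTO1-1 with DMSO and 100% = wells lacking GSTO1-1 enzyme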
Target sequence (P78417 whole entry, looked up): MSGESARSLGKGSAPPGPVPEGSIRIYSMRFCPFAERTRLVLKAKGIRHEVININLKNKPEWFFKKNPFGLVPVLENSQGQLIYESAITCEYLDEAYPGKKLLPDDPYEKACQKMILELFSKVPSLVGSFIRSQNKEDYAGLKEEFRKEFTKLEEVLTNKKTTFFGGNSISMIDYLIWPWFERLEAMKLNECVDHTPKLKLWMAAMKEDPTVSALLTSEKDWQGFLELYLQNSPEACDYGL
LYPLA1 counter = LYPLA1 (human) inhibition in PME1 counter-screen. recombinant LYPLA1, FP-Rh probe fluorescence polarization. O75608. inhibition, % at 5.9 µM. AID 2174. 320,000 tested, 0.16% active;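 active = inhibition above the mean of all tested compounds plus 3 SD, set per campaign, cut at about 14% in these data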;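 note: inhibitors block serine hydrolase probe labeling of LYPLA1 so polarization falls; 0% = enzyme with DMSO and 100% = wells lacking LYPLA1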
Target sequence (O75608 whole entry, looked up): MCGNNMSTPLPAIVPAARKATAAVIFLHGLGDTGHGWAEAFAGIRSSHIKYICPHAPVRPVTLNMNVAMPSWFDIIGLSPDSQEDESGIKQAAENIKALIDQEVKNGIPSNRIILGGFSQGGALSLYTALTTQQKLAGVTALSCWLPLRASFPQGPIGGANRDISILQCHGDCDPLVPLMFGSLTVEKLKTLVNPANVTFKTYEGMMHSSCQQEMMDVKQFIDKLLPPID
PAD4 inh = inhibitors of human PAD4. recombinant PAD4, RCA probe fluorescence polarization. inhibition, % at 6.36 µM. 330,000 tested, 0.41% active. AID 485272;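 active = percent inhibition above a cutoff equal to the mean of all tested compounds plus 3 SD, cut at about 15% in these data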;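 note: 0% = PAD4 with RCA probe and DMSO and 100% = probe without PAD4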
PAFAH1B2 FP inh = blocks human PAF acetylhydrolase 1b catalytic subunit 2; P68402; recombinant PAFAH1B2, FP-rhodamine activity probe, fluorescence polarization; inhibition, % at 3.39 µM; 340,000 tested, 1.2% active; AID 492953;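 active = inhibition above the mean of all tested compounds plus 3 SD, cut at about 24% in these data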;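 note: 0% = enzyme with DMSO and 100% = wells lacking PAFAH1B2; many of its hits are not listed in these tables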
Target sequence (P68402 whole entry, looked up): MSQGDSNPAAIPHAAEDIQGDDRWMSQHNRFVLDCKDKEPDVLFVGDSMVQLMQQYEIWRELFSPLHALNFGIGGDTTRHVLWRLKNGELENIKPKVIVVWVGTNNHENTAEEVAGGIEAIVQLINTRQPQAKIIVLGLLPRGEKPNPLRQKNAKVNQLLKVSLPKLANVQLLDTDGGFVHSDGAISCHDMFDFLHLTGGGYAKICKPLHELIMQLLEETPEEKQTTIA
Active calls of the source: *; x = no result given. Some of the compounds tested; count on the stated rates, not on these rows.

The opening 14 compounds, to show the layout:
SMILES	pPAFAH inh	LYPLA2 counter	PAFAH2 FP inh	PAFAH1B3 FP inh	PREPL inh	GSTO1 counter	LYPLA1 counter	PAD4 inh	PAFAH1B2 FP inh
Cc1cc(C)cc(NC(=O)C(=O)NCCCN2CCCC2=O)c1	4	4	6	8	-7	1	4	-5	3
COc1ccc(/C=C/c2nc(-c3ccccc3O)n[nH]2)cc1OC	8	-14	-5	6	20	-19	-14	3	5
COC(=O)c1ccc(CSc2nc(N)cc(N)n2)cc1	7	3	-1	4	-3	3	2	-3	8
CCc1ccc(C(=O)NCc2cccs2)s1	-6	-5	-1	3	8	1	-1	1	-1
Cc1ccc(N(CC(=O)NCc2ccccc2Cl)S(=O)(=O)c2cccs2)cc1	2	-3	3	3	-43	-4	-3	-4	-4
N#CC1=C2SCC(O)(c3ccccc3)N2C(=O)CC1c1ccccc1 (stereo unspecified)	9	-7	3	3	-1	-72	-2	-4	0
Oc1ccc[n+](CC(O)c2ccccc2)c1 (stereo unspecified)	-1	1	2	1	11	4	0	-5	8
COc1cc(C2CC(=O)c3cnc(N4CCN(Cc5ccccc5)CC4)nc3C2)cc(OC)c1OC (stereo unspecified)	0	1	-5	-10	12	1	0	1	0
Cn1c(=O)c2c(nc(SCC(=O)N3CCc4ccccc4C3)n2C)n(C)c1=O	-6	-3	2	4	14	1	0	0	1
CCNC(=S)N/N=C/c1c(C)nn(-c2cccc(Cl)c2)c1Cl	-2	-4	1	-8	-6	4	-1	-2	-5
CCOc1ccccc1Oc1cn[nH]c1-c1ccc(OCC(=O)NN)cc1O	1	-27	7	4	8	-16	-15	-3	1
Cc1ccc2ccc(C3C(=O)c4ccccc4C3=O)nc2c1	-2	-1	7	0	9	-1	1	-3	2
Cc1sc2nc(SCC(=O)NCc3ccco3)[nH]c(=O)c2c1C	3	-2	1	-6	-4	-8	-1	-3	6
Cc1cc(C(=O)CSc2nc3ccccc3n2CCC#N)c(C)n1Cc1cccs1	15	0	4	6	2	10	-2	-6	4

The listing, previewed entries included:
SMILES	pPAFAH inh	LYPLA2 counter	PAFAH2 FP inh	PAFAH1B3 FP inh	PREPL inh	GSTO1 counter	LYPLA1 counter	PAD4 inh	PAFAH1B2 FP inh
Cc1cc(C)cc(NC(=O)C(=O)NCCCN2CCCC2=O)c1	4	4	6	8	-7	1	4	-5	3
COc1ccc(/C=C/c2nc(-c3ccccc3O)n[nH]2)cc1OC	8	-14	-5	6	20	-19	-14	3	5
COC(=O)c1ccc(CSc2nc(N)cc(N)n2)cc1	7	3	-1	4	-3	3	2	-3	8
CCc1ccc(C(=O)NCc2cccs2)s1	-6	-5	-1	3	8	1	-1	1	-1
Cc1ccc(N(CC(=O)NCc2ccccc2Cl)S(=O)(=O)c2cccs2)cc1	2	-3	3	3	-43	-4	-3	-4	-4
N#CC1=C2SCC(O)(c3ccccc3)N2C(=O)CC1c1ccccc1 (stereo unspecified)	9	-7	3	3	-1	-72	-2	-4	0
Oc1ccc[n+](CC(O)c2ccccc2)c1 (stereo unspecified)	-1	1	2	1	11	4	0	-5	8
COc1cc(C2CC(=O)c3cnc(N4CCN(Cc5ccccc5)CC4)nc3C2)cc(OC)c1OC (stereo unspecified)	0	1	-5	-10	12	1	0	1	0
Cn1c(=O)c2c(nc(SCC(=O)N3CCc4ccccc4C3)n2C)n(C)c1=O	-6	-3	2	4	14	1	0	0	1
CCNC(=S)N/N=C/c1c(C)nn(-c2cccc(Cl)c2)c1Cl	-2	-4	1	-8	-6	4	-1	-2	-5
CCOc1ccccc1Oc1cn[nH]c1-c1ccc(OCC(=O)NN)cc1O	1	-27	7	4	8	-16	-15	-3	1
Cc1ccc2ccc(C3C(=O)c4ccccc4C3=O)nc2c1	-2	-1	7	0	9	-1	1	-3	2

Three entries already listed, sorted by the number in PREPL inh, low to high.
molecule	PREPL inh
Cc1cc(C)cc(NC(=O)C(=O)NCCCN2CCCC2=O)c1	-7
CCOc1ccccc1Oc1cn[nH]c1-c1ccc(OCC(=O)NN)cc1O	8
COc1ccc(/C=C/c2nc(-c3ccccc3O)n[nH]2)cc1OC	20

The list continues.
SMILES	pPAFAH inh	LYPLA2 counter	PAFAH2 FP inh	PAFAH1B3 FP inh	PREPL inh	GSTO1 counter	LYPLA1 counter	PAD4 inh	PAFAH1B2 FP inh
Cc1sc2nc(SCC(=O)NCc3ccco3)[nH]c(=O)c2c1C	3	-2	1	-6	-4	-8	-1	-3	6
Cc1cc(C(=O)CSc2nc3ccccc3n2CCC#N)c(C)n1Cc1cccs1	15	0	4	6	2	10	-2	-6	4
Cc1cccc(OCC(O)Cn2c(NCc3cccnc3)nc3c2c(=O)[nH]c(=O)n3C)c1 (stereo unspecified)	3	11	-2	12	11	12	0	-1	-2
OC1CCCC1	4	2	0	6	7	x	3	0	1
CCOC(=O)C1(Cc2cccc(Cl)c2)CCCN(C(=O)c2occc2C)C1 (stereo unspecified)	4	3	6	0	0	0	1	3	-1
CC(C)(C)OC(=O)NCCOC(=O)c1[nH]cnc1C(=O)NCc1ccccc1	-1	3	1	2	11	x	2	0	3
O=c1[nH]c2ccc(F)cc2[nH]c1=O	16	4	2	1	5	-2	0	-6	1
CCN(CC)C(=O)Oc1ccc(Br)c2ccccc12	7	0	-2	5	-4	7	0	-6	3
Cc1cc(/C=N/NC(=O)c2ccncc2)c(C)n1-c1cccc(C(F)(F)F)c1	1	0	7	-6	18	1	-3	0	7
CCOC(=O)c1c(C)oc2c1c(C=NCCC(=O)O)c(O)c1ccccc12	8	6	0	15	5	43*	1	-10	9
CCn1c(SCC(=O)Nc2ccccc2)nnc1-c1ccc(S(=O)(=O)N2CCOCC2)cc1	6	-1	2	16	0	4	0	0	5
COc1ccc(NC(=O)c2ccc3c(c2)NC(=O)CS3)cc1	3	1	-3	0	11	x	-1	-1	0
CC1CC(C)CN(c2ccc(C(=O)OCC(=O)NC3CCCc4ccccc43)cc2[N+](=O)[O-])C1 (stereo unspecified)	-1	-8	3	6	7	0	-2	-4	-2
O=c1[nH]c(-c2ccccc2)c(-c2ccccc2)nc1[N+](=O)[O-]	3	-4	3	5	-7	-2	-1	-1	-2
COc1ccc(C2C3=C(Nc4ncnn42)c2ccccc2CCC3)cc1 (stereo unspecified)	1	3	0	1	11	-2	2	-1	-2
O=C(Nc1cccc(F)c1)NC1(C(=O)N2CCN3CCCC3C2)CCCCC1 (stereo unspecified)	-4	0	-6	-2	-11	-3	4	-3	2
Cc1c(Cl)cccc1NC(=O)CCCn1cnc([N+](=O)[O-])n1	5	11	0	3	7	-1	2	-4	4
O=S(=O)(/N=C(\Sc1ccccc1)c1ccccc1)c1ccc(Cl)cc1	4	0	-7	-1	6	2	-2	3	3
CCOc1ccc(C2N(c3cc(Cl)ccc3OC)C(=O)C3CCCN32)cc1OC (stereo unspecified)	-5	-4	-3	5	19	1	2	0	4
CCOC(=O)/C=C/C(=O)Nc1cccc([N+](=O)[O-])c1	-2	2	2	-1	6	1	-3	-2	4
CCN1CCN(c2nc(-c3ccccc3)c3ccccc3n2)CC1	5	-2	0	4	-1	2	1	-3	1
COc1ccc(CCn2nnnc2C(CC(C)C)N2CCC(C(N)=O)CC2)cc1OC (stereo unspecified)	1	-1	6	4	-1	11	4	0	6
COc1ccccc1C(=O)NCC(=O)Nc1ccc2c(c1)CCC2	-1	4	3	6	2	x	0	-2	4
CCNC(=O)CC1C(=O)N(c2ccc(F)cc2)C(=O)N1Cc1cccs1 (stereo unspecified)	-1	-4	-1	6	-5	3	1	0	3
O=C(Nc1ccc2c(c1)OCO2)C(c1ccc(Cl)cc1)N1CCN(C(=O)c2ccco2)CC1 (stereo unspecified)	6	4	3	12	-2	4	2	4	0
COc1ccc2c(c1)C(C)CC(C)(C)N2C(=O)CSc1nc2ccccc2s1 (stereo unspecified)	5	-2	-2	10	1	-2	-4	1	4
CNC(=O)C(=O)NCCCN1CCOCC1	3	0	-2	3	8	7	-3	-3	6
CCN(CC)CCCN=Cc1c(O)n(-c2c(C)cccc2C)c(=O)c2ccccc12	2	-6	x	x	4	6	1	0	x
N#Cc1c(Cl)nc(SCc2ccccc2)nc1-c1ccccc1	9	5	x	x	-2	-20	-2	0	x
Cc1cc(C)cc(-n2nnnc2SCC(=O)Nc2cccc(NC(=O)c3ccco3)c2)c1	-11	-64	-35	-24	-29	-10	-30	-5	-13
NC(=S)N/N=C/c1ccc(OC(=O)c2cccnc2)cc1	1	3	-3	8	3	7	2	-2	-4
CCn1c(=O)c(=O)n(CC)c2cc(S(=O)(=O)Nc3cccc(OC)c3)ccc21	2	0	-2	-2	6	8	-5	-1	1
CC1CCCN(C(=O)c2ccc(NS(=O)(=O)c3ccc4[nH]c(=O)[nH]c4c3)cc2)C1 (stereo unspecified)	4	5	-4	-5	8	-25	2	-2	1
CC(C)NC(=O)N(C)C[C@H]1Oc2c(NS(=O)(=O)c3cccs3)cccc2C(=O)N([C@H](C)CO)C[C@@H]1C	1	x	4	4	11	x	x	0	11
Cc1ccc(C)c(S(=O)(=O)NCCCN2CCOCC2)c1	0	-1	6	5	-1	-6	-1	-1	10
COc1ccc(CNC(=O)c2cccnc2Sc2ccc(C)c(C)c2)cc1	4	2	-1	-4	5	3	-2	-5	6
COc1cccc(C2CC(C(F)(F)F)n3nc(C(=O)NCc4cccnc4)cc3N2)c1 (stereo unspecified)	4	1	-1	5	3	-3	-2	-1	5
CN(c1ccc(C(=O)NCc2ccco2)cc1)S(C)(=O)=O	3	6	4	6	5	-1	-2	-2	0
O=C(CN1CCc2ccccc21)Nc1ccc2c(c1)OCCCO2	1	3	-15	-1	10	x	1	-2	-7
CC(=O)N1CCC(=NNC(=O)c2cc3ccccc3cc2O)CC1	44*	-4	12	14	11	6	-13	-3	6
CC(C)(C)SCCNC(=O)CN(c1ccc(F)cc1)S(=O)(=O)c1ccccc1	2	-10	2	-2	-5	0	-1	-5	9
CCOCCNC(=O)c1ccccc1C(=O)NCCOCC	2	6	-4	13	13	-1	-3	-2	4
Cc1ccc(S(=O)(=O)n2c(=O)oc3ccccc32)cc1	8	-3	8	2	-3	7	-1	-5	8
Cc1cccc(C(=O)N[C@H](C(=O)Nc2nnc(C3CC3)s2)C(C)C)c1	-5	-7	2	-7	-1	0	-3	3	-6
COc1cccc(/C(O)=C/C(=O)C(=O)Nc2ccc(S(=O)(=O)NC(C)=O)cc2)c1	2	-7	4	4	4	8	-3	1	0
CCNC(=O)CC1C(=O)N(c2ccc(F)cc2)C(=O)N1Cc1ccc(OC)cc1 (stereo unspecified)	4	2	-1	2	1	-5	-1	2	-1
Cc1ccccc1S(=O)(=O)Cc1ccc(C(=O)N2CCN(c3ncccn3)CC2)o1	0	10	-6	9	18	4	6	-3	4
CCCNC(=O)N1CCC(C(=O)c2ccc(F)cc2)CC1	4	8	-2	-1	-11	-1	2	6	-2
Cc1cc(C)c2nc(N3CCC(C(=O)NCCCN4CCCC4=O)CC3)sc2c1	6	6	-1	-8	11	-2	0	2	1
CCCCNC(=O)CNC(=O)c1cccs1	1	4	7	-5	1	1	0	-1	2
COc1ccc(CC2(CO)CCN(Cc3ccc(OC(F)(F)F)cc3)CC2)cc1	3	-3	0	6	12	2	1	-2	2
COc1ccc(OC)c(/C=C/C(=O)Nc2cccc(S(=O)(=O)N3CCCC3)c2)c1	-6	-20	-13	-4	17	-36	-13	2	2

Bioassay records as filed in PubChem.
